Source: PubChem BioAssay (Broad Institute)
TcdB inh: TcdB glycohydrolase inhibitors, primary screen, biochemical, single point, plate reader | Toxin B (Clostridioides difficile), P18177 | TcdB glycohydrolase enzymatic assay | inhibition, % at 9.99 µM | 350,000 compounds, 0.24% hits | AID 652162, 2013; in the data active means inhibition above about 10%
* marks the source's active call; other numbers are inactive results; & = joins results of further samples. These rows are one share of the data, so the mix of outcomes need not match the whole.

Molecule	TcdB inh
Cc1ccc(S(=O)(=O)N(C)C[C@@H]2Oc3ccc(NC(=O)c4ccncc4)cc3CC(=O)N([C@H](C)CO)C[C@H]2C)cc1	1.6
C[C@H](CO)N1C[C@H](C)[C@H](CN(C)C(=O)c2ccc3c(c2)OCO3)Oc2ncc(/C=C/c3ccccc3)cc2C1=O	0.7
COC(=O)C[C@H]1CC[C@H]2[C@@H](COC[C@H](O)CN2C(=O)Nc2ccccc2OC)O1	1.9
COc1ccc(C#Cc2ccc3c(c2)O[C@@H](CN(C)S(=O)(=O)c2ccccc2F)[C@@H](C)CN([C@H](C)CO)S3(=O)=O)cc1	-0.1
COc1ccc(CN(C)C[C@H]2Oc3ccc(NC(=O)Cc4ccccc4)cc3C(=O)N([C@H](C)CO)C[C@@H]2C)cc1	2.0
CO[C@@H]1CN(C)C(=O)c2cc(NC(=O)NC3CCCCC3)ccc2OC[C@@H](C)N(CC2CC2)C[C@H]1C	-0.9
C[C@@H](NC(=O)C[C@@H]1C[C@@H]2c3cc(NC(=O)Nc4ccccc4F)ccc3O[C@@H]2[C@H](CO)O1)c1ccccc1	-0.1
CCS(=O)(=O)N[C@H]1C=C[C@@H](CC(=O)N2CCCCC2)O[C@@H]1CO	-3.0
Cc1ccc(-c2ccc3c(c2)O[C@@H](CN(C)C)[C@H](C)CN([C@@H](C)CO)S3(=O)=O)cc1	-3.1
COc1ccccc1-c1ccccc1[C@H]1[C@@H](C#N)N(C(=O)CN(C)C)[C@H]1CO	-1.9
C[C@@H]1CN([C@@H](C)CO)S(=O)(=O)c2ccc(-c3ccncc3)cc2O[C@H]1CN(C)Cc1cccnc1	-0.3
CCCNC(=O)Nc1ccc2c(c1)OC[C@H](C)N(CCC)C[C@H](C)[C@@H](OC)CN(C)C2=O	0.1
O=C(C[C@H]1C=C[C@H](NC(=O)CC2CC2)[C@H](CO)O1)NCc1ccc(-c2ccccc2)cc1	0.3
C[C@@H]1CN([C@H](C)CO)C(=O)c2cc(NC(=O)CCC(F)(F)F)ccc2O[C@@H]1CN(C)Cc1ccc(C(F)(F)F)cc1	0.2
COc1cccc(CN2CCCCN3[C@@H](CO)[C@@H](c4ccc(C#Cc5cccnc5)cc4)[C@@H]3C2)c1	-1.3
COCC(=O)Nc1ccc2c(c1)OC[C@@H](C)N(C(=O)Cc1cccnc1)C[C@@H](C)[C@H](OC)CN(C)C2=O	-0.2
O=C(c1cccc(F)c1)N1CCCCN2[C@H](CO)[C@H](c3ccc(/C=C/c4ccccc4)cc3)[C@H]2C1	-0.8
CCS(=O)(=O)N1CC2(C1)CN(S(=O)(=O)c1cn(C)cn1)[C@@H](CO)c1[nH]c3cc(OC)ccc3c12	0.1
O=S(=O)(c1ccccc1)N1CC2(C1)[C@@H](c1ccccc1)[C@@H](CO)N2CCC(F)(F)F	0.8
Cc1ccc(S(=O)(=O)N(C)C[C@H]2Oc3c(NC(=O)Nc4ccc(F)cc4)cccc3C(=O)N([C@H](C)CO)C[C@H]2C)cc1	0.8
C[C@H](CO)N1C[C@H](C)[C@H](CN(C)Cc2ccncc2)OCc2ccccc2-c2ccccc2C1=O	-0.4
COc1ccc2c3c([nH]c2c1)[C@@H](CO)N(S(C)(=O)=O)CC31CN(CC2CC2)C1	1.0
C[C@H](CO)N1C[C@H](C)[C@H](CN(C)C(=O)Nc2cccc3ccccc23)Oc2ccc(NS(=O)(=O)c3ccc(Cl)cc3)cc2CC1=O	0.4
CNC[C@@H]1Oc2ccc(NC(=O)c3ccncc3)cc2C(=O)N([C@H](C)CO)C[C@@H]1C	0.5
Cc1noc(C)c1S(=O)(=O)N(C)C[C@H]1OCCCC[C@@H](C)Oc2ccc(NC(=O)NC3CCCCC3)cc2C(=O)N([C@H](C)CO)C[C@@H]1C	-0.8
C[C@H]1CCCCO[C@H](CN(C)Cc2ccc(C(F)(F)F)cc2)[C@@H](C)CN([C@@H](C)CO)C(=O)c2cc(NC(=O)Nc3ccc(F)cc3)ccc2O1	0.4
O=C(C[C@H]1CC[C@@H]2[C@H](COC[C@@H](O)CN2C(=O)Nc2ccc(Cl)c(Cl)c2)O1)NCc1ccccc1	-1.1
COC(=O)[C@H]1[C@H](CO)[C@H]2Cn3c(cccc3=O)[C@@H]1N2Cc1nccs1	0.6
CNC[C@@H]1Oc2ccc(NC(=O)C3CC3)cc2C(=O)N([C@H](C)CO)C[C@@H]1C	0.4
COc1ccc(CN(C)C[C@H]2Oc3ccc(NC(=O)Cc4ccccc4)cc3CC(=O)N([C@@H](C)CO)C[C@H]2C)cc1	-0.2

New compounds follow
Molecule	TcdB inh
O=C(C[C@@H]1C=C[C@H](NC(=O)Nc2ccccc2)[C@@H](CO)O1)NCc1cccc(F)c1	-0.5
Cc1ccc(S(=O)(=O)Nc2ccc3c(c2)CC(=O)N([C@@H](C)CO)C[C@@H](C)[C@@H](CN(C)C(=O)Nc2cccc4ccccc24)O3)cc1	-3.0
COc1ccc(C#Cc2ccc3c(c2)O[C@H](CN(C)C)[C@@H](C)CN([C@H](C)CO)S3(=O)=O)cc1	-0.1
O=C(N[C@H]1CC[C@H](CCNC(=O)c2cnccn2)O[C@@H]1CO)c1ccc2c(c1)OCO2	-0.9
COc1ccccc1CN1C[C@@H]2N[C@H](C1)C2c1ccc(-c2ccc(C#N)cc2)cc1 (stereo not given in full)	0.8&-1.1
CCS(=O)(=O)N[C@@H]1C=C[C@H](CC(=O)N2CCCCC2)O[C@H]1CO	-0.9
C[C@H](CO)N1C[C@H](C)[C@H](CN(C)Cc2ccncc2)Oc2c(NC(=O)Nc3ccc4c(c3)OCO4)cccc2C1=O	0.3
C[C@@H]1CCCCO[C@@H](CN(C)S(=O)(=O)c2cn(C)cn2)[C@H](C)CN([C@H](C)CO)C(=O)c2cc(NS(=O)(=O)c3ccccc3)ccc2O1	0.4
C[C@H]1CN([C@@H](C)CO)C(=O)c2cc(C#CC(C)(C)O)cnc2O[C@H]1CN(C)C(=O)CC1CC1	0.2
O=C(NCC[C@H]1CC[C@@H](NC(=O)c2cccnc2)[C@@H](CO)O1)Nc1ccc(C(F)(F)F)cc1	-0.2
N#Cc1cccc(-c2ccc([C@H]3[C@H](CO)N4CCCCN(C(=O)Nc5ccc(F)cc5)C[C@@H]34)cc2)c1	0.6
CC(C)NC(=O)N(C)C[C@H]1Oc2ccc(NC(=O)Nc3ccc(C(F)(F)F)cc3)cc2C(=O)N([C@@H](C)CO)C[C@H]1C	1.3
CC(C)OC(=O)N(C)C[C@H]1OCc2ccccc2-c2ccccc2C(=O)N([C@H](C)CO)C[C@H]1C	-0.5
O=C(Cc1cccnc1)N1CCCCN2[C@H](CO)[C@H](c3ccc(/C=C/c4ccccc4)cc3)[C@H]2C1	1.2
COc1ccc(-c2ccc([C@@H]3[C@@H](CO)N(C(=O)c4cccc(F)c4)[C@H]3C#N)cc2)cc1	0.2
O=C(N[C@@H]1CC[C@H](CC(=O)N2CCc3ccccc3C2)O[C@H]1CO)C1CCOCC1	-2.8
C[C@@H]1CN([C@@H](C)CO)C(=O)c2cc(-c3ccncc3)cnc2O[C@@H]1CN(C)C(=O)CN1CCOCC1	-0.2
COc1ccc(NC(=O)Nc2ccc3c(c2)C(=O)N([C@H](C)CO)C[C@@H](C)[C@H](CN(C)C)O3)cc1	0.5
Cc1ccc(S(=O)(=O)N2CC[C@@H]3[C@@H](CO)N(C)c4ccc(-c5cccc(C#N)c5)cc4[C@@H]32)cc1	0.1
COc1ccc(C#Cc2ccc([C@@H]3[C@H]4CN(C(=O)NC(C)C)CC(=O)N4[C@H]3CO)cc2)cc1	0.1
O=C(C[C@H]1C[C@H]2c3cc(NS(=O)(=O)c4ccc(F)cc4)ccc3O[C@H]2[C@@H](CO)O1)NCc1cccc(F)c1	-0.2
C[C@H]1CN([C@@H](C)CO)S(=O)(=O)c2ccc(C#Cc3ccncc3)cc2O[C@@H]1CN(C)C(=O)C1CC1	7.1
COc1cccc(S(=O)(=O)Nc2ccc3c(c2)C(=O)N(C)C[C@@H](OC)[C@H](C)CN[C@@H](C)CO3)c1	-0.2
C/C=C/c1ccc2c(c1)O[C@H](CN(C)C(=O)CC1CC1)[C@@H](C)CN([C@H](C)CO)S2(=O)=O	-2.9
Cc1ccc(S(=O)(=O)Nc2ccc3c(c2)CC(=O)N([C@H](C)CO)C[C@@H](C)[C@H](CN(C)S(=O)(=O)c2cn(C)cn2)O3)cc1	-0.3
C[C@H]1CN([C@@H](C)CO)C(=O)c2cc(-c3ccccc3F)cnc2O[C@H]1CN(C)C(=O)NC1CCCC1	1.1
C[C@H]1CN([C@@H](C)CO)S(=O)(=O)c2ccc(-c3cccnc3)cc2O[C@H]1CN(C)C(=O)c1cccc(F)c1	1.1
COCCNC(=O)C[C@@H]1C=C[C@H](NS(=O)(=O)c2ccc(C)cc2)[C@@H](CO)O1	0.6
O=C(Nc1cccc(F)c1)N1CCCCN2[C@H](CO)[C@H](c3ccc(C#Cc4cccnc4)cc3)[C@@H]2C1	0.3
Cc1noc(C)c1S(=O)(=O)Nc1ccc2c(c1)C(=O)N([C@@H](C)CO)C[C@@H](C)[C@H](CN(C)S(=O)(=O)c1ccc(Cl)cc1)O2	1.1

Molecules above with a CF3 group (5):
Molecule	TcdB inh
C[C@@H]1CN([C@H](C)CO)C(=O)c2cc(NC(=O)CCC(F)(F)F)ccc2O[C@@H]1CN(C)Cc1ccc(C(F)(F)F)cc1	0.2
O=S(=O)(c1ccccc1)N1CC2(C1)[C@@H](c1ccccc1)[C@@H](CO)N2CCC(F)(F)F	0.8
C[C@H]1CCCCO[C@H](CN(C)Cc2ccc(C(F)(F)F)cc2)[C@@H](C)CN([C@@H](C)CO)C(=O)c2cc(NC(=O)Nc3ccc(F)cc3)ccc2O1	0.4
O=C(NCC[C@H]1CC[C@@H](NC(=O)c2cccnc2)[C@@H](CO)O1)Nc1ccc(C(F)(F)F)cc1	-0.2
CC(C)NC(=O)N(C)C[C@H]1Oc2ccc(NC(=O)Nc3ccc(C(F)(F)F)cc3)cc2C(=O)N([C@@H](C)CO)C[C@H]1C	1.3

Further results:
CNC[C@H]1OCCCC[C@H](C)Oc2ccc(NC(=O)C3CCCCC3)cc2C(=O)N([C@H](C)CO)C[C@@H]1C
- TcdB inh: 1.0

CC(=O)N(C)C[C@@H]1Oc2cc(-c3cncnc3)ccc2S(=O)(=O)N([C@H](C)CO)C[C@H]1C
- TcdB inh: -0.9

Cc1ccc(S(=O)(=O)NCC[C@@H]2CC[C@H](NC(=O)CC3CC3)[C@H](CO)O2)cc1
- TcdB inh: 0.9

CCCC(=O)Nc1ccc2c(c1)OC[C@@H](C)N(Cc1ccccc1)C[C@H](C)[C@H](OC)CN(C)C2=O
- TcdB inh: 0.4

C[C@H]1CN([C@@H](C)CO)C(=O)c2cccc(NC(=O)C3CCOCC3)c2O[C@H]1CN(C)Cc1ccc(C(=O)O)cc1
- TcdB inh: 0.1

C[C@@H]1CN([C@H](C)CO)C(=O)c2cccc(NC(=O)c3cnccn3)c2O[C@H]1CN(C)Cc1ccc(C(=O)Nc2ccccc2N)cc1
- TcdB inh: -0.3

O=C(C[C@H]1C[C@H]2c3cc(NC(=O)Nc4ccccc4)ccc3O[C@H]2[C@H](CO)O1)NCc1ccncc1
- TcdB inh: -0.6

COc1ccc(NC(=O)N(C)C[C@H]2OCCCC[C@H](C)Oc3ccc(NS(=O)(=O)c4ccc(F)cc4)cc3C(=O)N([C@@H](C)CO)C[C@H]2C)cc1
- TcdB inh: 0.2

C[C@@H]1CN([C@@H](C)CO)C(=O)c2cc(C#CC3(O)CCCC3)cnc2O[C@H]1CN(C)C(=O)CN(C)C
- TcdB inh: -1.1

CN1CCN(C(=O)c2cc3c(c(-c4cccc(-c5ccc(C(=O)N(C)C)cc5)c4)n2)[C@H](CCO)N([S@@](=O)C(C)(C)C)C3)CC1
- TcdB inh: -1.8

CCC(=O)N1[C@H](C(=O)N[C@H](C)c2ccccc2)[C@@H](CO)[C@@H]2Cn3c(cccc3=O)[C@@H]21
- TcdB inh: -3.0

N#C[C@@H]1[C@H](c2ccc(-c3ccc(F)cc3)cc2)[C@@H](CO)N1C(=O)Cc1ccccc1
- TcdB inh: 0.8

COc1ccc(S(=O)(=O)N(C)C[C@@H]2Oc3c(NC(=O)NC(C)C)cccc3C(=O)N([C@@H](C)CO)C[C@@H]2C)cc1
- TcdB inh: 0.4

O=C(Nc1ccccc1)N1C[C@H]2[C@@H](c3ccccc31)[C@@H](CO)N2C(=O)c1ccncc1
- TcdB inh: -2.4

C[C@@H]1CN([C@H](C)CO)C(=O)c2cc(NS(=O)(=O)c3ccc(F)cc3)ccc2O[C@@H](C)CCCCO[C@@H]1CN(C)S(C)(=O)=O
- TcdB inh: 1.3

C[C@H](CO)N1C[C@H](C)[C@@H](CN(C)C(=O)c2ccncc2)Oc2ncc(C3=CCCC3)cc2C1=O
- TcdB inh: -2.9

CC(C)C#Cc1ccc([C@@H]2[C@@H](CO)N(C(=O)c3cccc(F)c3)[C@H]2C#N)cc1
- TcdB inh: 0.3

CCCN(C)C[C@@H]1Oc2cc(C#CCC(C)C)ccc2S(=O)(=O)N([C@H](C)CO)C[C@@H]1C
- TcdB inh: 0.6

CN1C(=O)c2cc(NC(=O)c3cccc(F)c3)ccc2OC[C@@H]2O[C@@H](CC(=O)N3CCc4ccccc4C3)CC[C@H]21
- TcdB inh: 0.3

Cc1noc(C)c1NC(=O)N(C)C[C@H]1Oc2ccc(NS(=O)(=O)c3cccs3)cc2C(=O)N([C@H](C)CO)C[C@H]1C
- TcdB inh: -0.1

COc1ccc(S(=O)(=O)N(C)C[C@@H]2Oc3ccc(NC(=O)Nc4c(C)noc4C)cc3C(=O)N([C@@H](C)CO)C[C@H]2C)cc1
- TcdB inh: -0.6

Structures listed so far containing an NH in an aromatic ring:
CCS(=O)(=O)N1CC2(C1)CN(S(=O)(=O)c1cn(C)cn1)[C@@H](CO)c1[nH]c3cc(OC)ccc3c12
- TcdB inh: 0.1

COc1ccc2c3c([nH]c2c1)[C@@H](CO)N(S(C)(=O)=O)CC31CN(CC2CC2)C1
- TcdB inh: 1.0
